High-throughput results (PubChem BioAssay)
CaV13 ICDI inh = Disruptors of the CACNA1D IQ motif to Ca2+-dependent inactivation inhibitor domain association, primary screening, Förster resonance energy transfer in intact living …. HEK cells, CFP/YFP FRET ICDI-IQ, plate reader, 10 min; percent FRET-ratio fall versus neutral wells. inhibition, % at 12.3 µM. hit rate 0.098% among 340,000;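 active = mean replicate inhibition of at least 30% and at least 1% of replicates passing that level; inconclusive = only one of the two criteria is met; inactive = neither criterion is met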;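 note: 0% = median of the neutral control wells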
TRPM1 prom inh = reduces MITF-dependent TRPM1 promoter luciferase signal; SK-MEL-5 TRPM1 promoter luciferase, 24 h; inhibition, % at 12.5 µM; hit rate 0.83% among 330,000; AID 488899;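 active = mean inhibition across replicates of 60% or more, whatever share of single replicates reaches that level; inconclusive = some that reach 60%, reason not given; inactive = mean inhibition across replicates below 60%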; note: values of inactives mirror those of a sister screen read the other way
Peg3 prom inh = reduces Peg3 promoter-driven luciferase expression in HeLa. inhibition, % at 20 µM. hit rate 1.7% among 360,000. HeLa PEG-Prom luciferase reporter, luminescence, overnight. AID 588405;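 active = inhibition of at least 50% at 20 µM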
Shn3 inh set2 = reduces Shn3 3'UTR luciferase signal in osteoblasts. Clone20 osteoblast Shn3 3'UTR firefly luciferase, 24 h. AID 588674. hit rate 0.52% among 360,000. inhibition, % at 12.5 µM;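 active = mean inhibition of at least 75% with every replicate also reaching 75%; inconclusive = mean inhibition at least 75% but some replicate below; inactive = mean inhibition below 75%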;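 note: 0% = median of neutral control wells and 100% = pilot-screen positive control compound; some compounds past the cut are filed as inactive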
hiPSC survival = enhancers of human iPSC single-cell survival; hiPSC single-cell survival, ATPlite luminescence; 100% = ROCK inhibitor wells, 0% = DMSO; survival enhancement, % at 20 µM; hit rate 0.044% among 360,000; in the data active = survival enhancement above about 18%;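 note: cells exposed to compounds for 16 hours before the ATP read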
NR2E3 ag-1 = NR2E3 (human) agonism; Q9Y5X4; GST-NR2E3/biotin-RetCOR TR-FRET, 1536-well; inhibition of corepressor binding, % at 4.78 µM; hit rate 0.12% among 320,000; AID 2300;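 active = percent inhibition above the cutoff of mean plus 3 SD of all tested compounds, set per screening campaign, cut at about 20% in these data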;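 note: 0% = DMSO wells and 100% = biotin wells as full block of FRET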
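system = GST-tagged NR2E3 plus biotinylated RetCOR corepressor | input = 1.35 nM GST-NR2E3 | also added = 7 nM biotin-RetCOR | schedule = 5 h incubation at 4 °C | measured by = TR-FRET with europium anti-GST and streptavidin-D2, 340 nm excitation | read-out = percent loss of FRET ratio relative to control wells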
HIF-2a inh = HIF-2a inhibition | inhibition, % at 18.8 µM | hit rate 0.72% among 360,000 | 786-0 RCC cells HIF-2a reporter, luciferase luminescence, overnight;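 active = inhibition of the luminescence signal of 40% or more relative to plate controls, in a single-dose primary screen at 18.75 µM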
PDI turbidity = PDI (human) enzyme inhibition. P07237. PDI insulin aggregation turbidity, A650, 90 min. inhibition, % at 10 µM. hit rate 0.052% among 350,000. AID 588391;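 active = mean inhibition across replicates of 30% or more, whatever share of single replicates reach that level; inconclusive = mean inhibition below 30% while every single replicate reaches 30%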;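 note: absorbance from insulin aggregation driven by PDI reduction with DTT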
Target sequence (P07237 whole entry, looked up): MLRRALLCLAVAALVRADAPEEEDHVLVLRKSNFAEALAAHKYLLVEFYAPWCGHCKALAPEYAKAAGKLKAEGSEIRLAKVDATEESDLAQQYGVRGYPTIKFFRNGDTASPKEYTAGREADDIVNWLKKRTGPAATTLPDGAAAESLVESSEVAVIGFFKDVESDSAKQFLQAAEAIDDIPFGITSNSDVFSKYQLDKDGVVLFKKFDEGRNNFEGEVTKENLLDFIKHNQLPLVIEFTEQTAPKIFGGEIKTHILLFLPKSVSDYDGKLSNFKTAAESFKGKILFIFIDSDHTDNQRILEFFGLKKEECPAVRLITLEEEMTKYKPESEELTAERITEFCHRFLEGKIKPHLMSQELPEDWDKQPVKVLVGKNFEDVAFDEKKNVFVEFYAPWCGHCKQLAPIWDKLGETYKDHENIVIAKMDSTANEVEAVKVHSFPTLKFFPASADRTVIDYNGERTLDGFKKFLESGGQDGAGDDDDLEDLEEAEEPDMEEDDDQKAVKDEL
Cardio protect = modulators protecting cardiomyocytes from myocardial damage; H9c2 cardiomyocytes, H2O2 injury protection, ATPLite, 2 h; protection from H2O2 cell death, % at 20 µM; hit rate 0.63% among 360,000; AID 588492;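 active = compounds giving at least 50% protection of heart cells from peroxide-induced death in the single-dose screen, raw or plate-pattern-corrected value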;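 note: 0% = DMSO wells with peroxide and 100% = DMSO wells without peroxide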
NR2E3 ag-2 = activates human NR2E3 receptor | inhibition of corepressor binding, % at 3.98 µM | hit rate 0.35% among 360,000 | AID 602229 | CHO-S Gal4-NCOR/VP16-NR2E3 two-hybrid, luciferase;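 active = inhibition above the mean of all tested compounds plus 3 SD, cut at about 70% in these data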;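 note: 0% = DMSO with NR2E3 transfected cells and 100% = cells lacking NR2E3 construct; higher means lower luciferase signal from less NR2E3 corepressor binding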
HTR2A ag = activates the mouse 5-HT2A serotonin receptor; CHO-K1 mHTR2A beta-arrestin complementation, luminescence; percent of 30 µM serotonin response; activation, % at 7.6 µM; hit rate 0.66% among 360,000; AID 624169;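 active = activation above a run cutoff, the mean activation of all tested compounds plus 3 SD, cut at about 14% in these data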;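 note: 0% = plate median of compound wells and 100% = 30 µM serotonin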
Target sequence (P35363 whole entry, looked up): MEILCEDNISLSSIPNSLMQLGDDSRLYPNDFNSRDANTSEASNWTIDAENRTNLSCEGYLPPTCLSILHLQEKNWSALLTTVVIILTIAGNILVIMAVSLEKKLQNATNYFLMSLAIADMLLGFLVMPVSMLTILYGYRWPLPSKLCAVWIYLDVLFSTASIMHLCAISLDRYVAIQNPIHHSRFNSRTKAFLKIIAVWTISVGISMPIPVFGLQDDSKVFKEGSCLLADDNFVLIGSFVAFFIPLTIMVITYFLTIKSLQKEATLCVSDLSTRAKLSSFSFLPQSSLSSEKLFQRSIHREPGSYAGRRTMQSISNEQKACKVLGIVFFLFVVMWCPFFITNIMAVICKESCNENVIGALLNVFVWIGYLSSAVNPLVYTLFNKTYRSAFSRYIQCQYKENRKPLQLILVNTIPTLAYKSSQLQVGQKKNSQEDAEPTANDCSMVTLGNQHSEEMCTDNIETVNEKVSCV
Starred values were filed as active, the others as inactive; ? = inconclusive; . = not tested or not shown.

smiles,CaV13 ICDI inh,TRPM1 prom inh,Peg3 prom inh,Shn3 inh set2,hiPSC survival,NR2E3 ag-1,HIF-2a inh,PDI turbidity,Cardio protect,NR2E3 ag-2,HTR2A ag
COc1ccc(Cn2nnnc2C(c2cc3cc(C)ccc3[nH]c2=O)N2CCN(C)CC2)cc1 (centres undefined),-5,7,-2,1,-1.3,3,7,-1,5,16,5
Cc1c(C)c2ccc(OCC(=O)NCCCN3CCCC3=O)cc2oc1=O,-15,10,0,-8,-0.2,2,-13,5,-3,-24,7
CCN(CC)S(=O)(=O)c1cc(C(=O)c2nccn2C)ccc1Cl,-3,0,-2,6,0.4,-3,6,-8,-4,-12,1
COc1ccc(N2CCN(C(=O)COC(=O)c3nc(Cl)ccc3Cl)CC2)cc1,-9,.,-4,-8,-0.6,.,6,-6,-2,25,-1
O=C(CSc1nc2ccccc2c2nc3ccccc3n12)NCc1ccco1,-5,15,-2,-13,-1.8,0,-10,8,15,-8,0
COc1ccc(NC(=O)c2cc(-c3cc(OC)c(OC)c(OC)c3)nc3ccccc23)c(OC)c1,-5,8,51*,4,0.1,-3,-23,1,50,1,4
O=C([C@H](Cc1ccc(O)cc1)n1cc(CCO)nn1)N1CCNCC1,-11,-2,-22,-2,-0.9,6,9,-1,1,13,2
CCCNC(=O)CCc1nnc2ccc(N3CCC(C)CC3)nn12,-17,4,12,8,0.2,-1,4,-7,12,18,0
CCOC(=O)c1c(NC(=O)c2cccs2)sc(C(=O)N2CCOCC2)c1C,0,-7,9,-58,0.8,2,5,-5,9,-21,-1
O=C(Nc1nc2ccccc2[nH]1)C1CCCC1,0,-53,-227,-48,-0.2,-2,-244,14,-8,-100,2
CC(C)(C)SCCNC(=O)/C=C/c1cccc([N+](=O)[O-])c1,-15,-18,-29,-26,7.8,-3,-67,-3,-5,-12,0
c1ccc(Cn2ccnc2SCc2nnc(-c3ccccc3)o2)cc1,-7,-4,0,16,-0.2,3,-55,2,-7,-4,3
O=C(CSc1nnnn1Cc1ccccc1)NCC(=O)c1ccccc1,-5,-5,7,9,2.3,0,10,0,6,11,-7
NC(=S)NNC(=O)[C@@H]1CCCC[C@@H]1C(=O)O,.,-11,1,-15,0.8,0,12,5,2,-22,4
CN(Cc1nc2ccc(F)cc2[nH]1)Cc1c(C(=O)N(C)C)nc2ccc(Cl)cn12,-4,7,21,9,-0.8,1,18,-3,1,-19,-5
COc1cc(O)c(C(CCN2CCN(c3ccccc3)CC2)c2ccc(N(C)C)cc2)c(OC)c1 (centres undefined),-3,-8,5,-9,-2.6,3,-3,3,-3,-4,-3
CCOc1ccc(Cn2c(=O)oc3ccccc32)cc1,-3,-4,17,2,0.4,.,11,3,-4,-3,-7
O=C(C(Cl)c1ccccc1)N1CCCC1 (centres undefined),-2,18,-1,10,-0.4,2,9,-3,0,11,-5
O=C(NCCN1CCOCC1)c1ccccc1Cl,-2,9,7,-33,1.1,.,-2,0,-1,0,12
O=C(NCCC1=CCCCC1)C1CCCN(S(=O)(=O)c2cccc3cccnc23)C1 (centres undefined),-11,4,9,13,0.5,4,15,.,-14,33,1
CCOC(=O)C(Cc1ccccc1)NC(=O)Cn1nnc(-c2ccccc2)n1 (centres undefined),-5,-1,-3,-4,-1.9,4,6,4,-4,4,2
CCCCOCCCNC1=NCCCCC1,-4,13,9,1,-0.5,3,12,9,11,-15,3
CC1=CC(C)(C)N(C(=O)CSc2nnc(C)s2)c2ccc(C)cc21,-6,17,17,11,1.2,0,19,5,3,6,1
COc1ccc(N=c2oc3cc(O)ccc3cc2C(=O)NCC2CCCO2)cc1 (centres undefined),15,-11,-15,-3,-4.1,-2,-22,10,9,-39,-3
CCN(CC)S(=O)(=O)c1ccc(C(=O)Nc2ccc(C(F)(F)F)n(C)c2=O)cc1,-4,-2,-9,18,-0.5,6,-5,10,-1,-2,1
COc1ccc(CNC(=O)[C@@H]2CC=C[C@@H]3CCN(C4CC4)C(=O)[C@@H]32)cc1,-11,-5,7,-9,10,-1,10,-4,20,2,-3
CC(C)(C)NC[C@@H](O)COc1cccc2c1CCCC2=O,-5,4,-2,31,1.6,2,1,1,37,-8,1
O=C(Cc1ccccc1)NC1(O)C(=O)c2ccccc2C1=O,-4,11,10,14,-0.2,-8,5,-4,-2,7,-1
COc1cccc(/C=C2/Sc3ccc(C(=O)NCCN4CCCC4)cc3NC2=O)c1,-7,85*,91*,13,-0.2,-2,12,-3,-13,6,-11
O=C(NCC(c1ccco1)N1CCOCC1)c1cccc([N+](=O)[O-])c1 (centres undefined),-3,0,-9,0,0.1,5,12,-2,0,-13,3
OC(CN1CCN(c2ccccn2)CC1)Cn1c2ccc(Cl)cc2c2cc(Cl)ccc21 (centres undefined),-5,-22,36,6,1.8,-1,10,7,8,10,2
COc1ccccc1C(=O)NNC(=O)c1ccc(Br)o1,-6,-11,-152,-83,1.4,2,-112,0,-4,-81,5
COc1ccc(-c2ccc(OC)c([C@H]3[C@@H]4C=CCC[C@@]4(C)C(=O)N3Cc3ccccc3)c2)cc1OC,-11,1,3,2,5.8,0,13,0,-20,-17,-3
Nn1c(Nc2ccc(Cl)cc2)nncc1=O,-2,-12,3,-20,-0.4,1,13,-1,7,-21,3
COc1cc(/C=N/NC(=O)/C(=C\c2ccc3c(c2)OCO3)NC(=O)c2ccccc2)ccc1O,-5,-5,-10,-2,-0.7,1,4,6,14,-21,-3
CCN(CC)S(=O)(=O)c1ccc(Cl)nc1,-3,-2,1,3,-0.4,2,15,15,-7,19,2
COc1ccc(C(=O)N2CCN(C3CCN(Cc4ccccc4)CC3)CC2)cc1OC,-4,-2,7,11,-0.6,0,15,-10,2,-13,-3
CSc1ccccc1C(=O)OCC(=O)N1CCCC1=O,-17,6,25,-5,0.4,5,2,-2,-6,21,3
COc1ccc2c(c1)SC1=NCCS(=O)(=O)N12,-8,6,-17,-11,-0.1,1,5,4,-4,-6,4
O=S(=O)(c1ccc2c(c1)OCCO2)N1C[C@@H]2C[C@H]1CN2S(=O)(=O)c1c(F)cccc1F,-4,-4,14,-5,1.8,.,8,2,-2,1,-3

3 of the entries above in order of the HTR2A ag value, high to low.
SMILES	HTR2A ag
CC(C)(C)NC[C@@H](O)COc1cccc2c1CCCC2=O	1
COc1ccc(-c2ccc(OC)c([C@H]3[C@@H]4C=CCC[C@@]4(C)C(=O)N3Cc3ccccc3)c2)cc1OC	-3
COc1cccc(/C=C2/Sc3ccc(C(=O)NCCN4CCCC4)cc3NC2=O)c1	-11

(more compounds)
smiles,CaV13 ICDI inh,TRPM1 prom inh,Peg3 prom inh,Shn3 inh set2,hiPSC survival,NR2E3 ag-1,HIF-2a inh,PDI turbidity,Cardio protect,NR2E3 ag-2,HTR2A ag
COc1ccc(NC(=O)C2CCCN2C(=O)Oc2ccccc2)cc1 (centres undefined),-3,14,6,-22,0.0,3,15,-4,6,-12,4
COc1ccc(-c2cn[nH]c2C)cc1,-11,-5,-2,1,0.6,-3,8,0,4,-136,-3
CC(=O)Nc1cccc(C(=O)OC2CCOC2=O)c1 (centres undefined),-3,-4,15,2,-0.4,1,18,1,-6,-6,4
CN(C)S(=O)(=O)c1ccc(C(=O)N2CCN=C2SCc2ccccc2)cc1,-4,-7,18,-16,1.3,1,9,-1,2,-29,4
O=c1cc[nH]c2ccc(Cl)cc12,-9,.,7,-92,5.0,2,0,8,8,3,-4
COc1ccc(C(CNC(=O)CSc2ccc(Br)cc2C)N2CCOCC2)cc1 (centres undefined),-15,5,17,3,-0.3,2,18,-5,-7,0,5
COC(=O)c1ccccc1NC(=O)N1CCN(c2ccc(OC)cc2)CC1,6,0,20,-10,2.0,-1,4,-2,12,-13,4
Cc1ccc(C(C)NC(=O)c2ccncc2)cc1C (centres undefined),-6,9,-9,-2,-0.1,-2,23,4,-4,3,-1
Cc1c(C(=O)NC(=S)Nc2ccc(NC(=O)c3cccs3)cc2)cccc1[N+](=O)[O-],1,-2,28,7,-1.0,3,12,-3,4,-10,-3
CCCCOc1ccc(C(=O)NCC2(c3ccc(OC)cc3)CCOCC2)cc1,-8,2,2,-8,-0.1,-1,15,8,1,-8,1
COC(=O)C(CSCc1ccccc1)NC(=O)CCNC(=O)OCc1ccccc1 (centres undefined),-5,.,16,5,8.4,.,8,2,-2,-10,-7
OC(CN1CCN(c2cccc(Cl)c2)CC1)c1ccc(F)cc1 (centres undefined),-4,-24,7,11,-0.3,0,5,15,-3,6,0
CCOC(=O)c1cnn(CCOC(=O)c2ccccc2F)c1NC(=O)c1ccccc1F,-5,-2,9,-9,0.4,1,6,-15,2,-3,1
O=C(CCc1ccccc1)Nc1ccc(N2CCOCC2)c(Cl)c1,-5,-4,-40,-11,3.2,2,-58,6,-9,-29,0
CCOC(=O)c1ccc(NC(=O)CN2C(=O)NC3(CCCCCC3)C2=O)cc1,5,11,9,-6,-1.6,1,17,7,-1,0,-1
Cc1onc(COc2ccccc2O)c1Br,-13,-23,-30,-42,-1.0,3,-15,2,-5,-26,2
COc1ccc(S(=O)(=O)N2CCCCCC2)cc1C(=O)NC1(C)CCS(=O)(=O)C1 (centres undefined),-10,4,22,-7,-0.5,2,14,-5,9,-30,5
Cc1ccc(NC(=O)c2nc[nH]c2C(=O)NCCCCCCNC(=O)c2[nH]cnc2C(=O)Nc2ccc(C)cc2)cc1,-9,5,46,1,-1.3,.,1,1,81*,-24,0
Cc1cc2oc(=O)cc(CSc3nc(N)cc(N)n3)c2cc1C,.,-2,7,10,3.5,-2,3,0,6,-21,1
CN1CCN(C(c2ccc(Br)cc2)c2cc(Cl)c3cccnc3c2O)CC1 (centres undefined),-8,59,41,?,-0.8,2,50*,0,-15,4,-32
NC(=O)C1CCN(c2nc(-c3ccccc3-c3ccccc3)cs2)CC1,-5,7,1,-17,1.3,.,6,-2,-4,5,1
O=C(NCc1cccs1)C1CCCN1C(=O)Nc1ccccc1[N+](=O)[O-] (centres undefined),-3,4,-9,-13,0.1,-2,1,1,2,3,12
O=C(NCC1CCCC(CNC(=O)N2CCc3ccccc32)C1)N1CCc2ccccc21 (centres undefined),-5,10,-3,13,-1.6,5,-26,2,8,-13,-8
CC(C)NC(=S)NN=C1CCC(c2ccccc2)CC1 (centres undefined),-4,8,10,-1,1.1,4,18,-2,-7,16,-3
